# From PubChem
# 14-3-3g Raf – alters human 14-3-3 gamma binding to Raf peptide. inhibition, % at 40 µM. AID 422. P61981. FP, 14-3-3gamma / TMR-pS259-Raf peptide binding. 160,000 tested, 0.19% active; in the data active = inhibition above about 30%;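 note: 0% = protein plus tracer without compound and 100% = blank with tracer alone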
# Target sequence (P61981 whole entry, looked up): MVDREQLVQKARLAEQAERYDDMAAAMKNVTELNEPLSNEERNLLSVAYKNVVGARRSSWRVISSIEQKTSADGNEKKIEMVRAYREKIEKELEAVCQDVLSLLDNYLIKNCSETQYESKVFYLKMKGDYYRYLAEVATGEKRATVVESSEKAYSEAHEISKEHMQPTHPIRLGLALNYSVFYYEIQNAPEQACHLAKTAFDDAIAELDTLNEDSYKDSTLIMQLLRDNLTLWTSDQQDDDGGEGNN
# * hit, by the source's call; & = joins results of further samples. Not all compounds are listed. The share of hits here may be higher or lower than overall.
SMILES | 14-3-3g Raf
O=C(Nc1ccc2ccccc2c1)c1cccc(C(=O)Nc2ccc3ccccc3c2)c1 | -6
Cc1csc(NC(=O)CSc2nc(-c3ccc(Br)cc3)cc(-c3ccccc3)c2C#N)n1 | -14
CCOCCn1c(SCC(N)=O)nc2c1c(=O)[nH]c(=O)n2C | -1
Cn1c(SCC2CCCCC2)nnc1-c1ccncc1 | -9
O=C(Oc1cccnc1)c1cc2ccccc2oc1=O | 2
O=c1oc2ccccc2cc1C1=NN(c2ccccc2)C(c2ccccc2)C1 (centres undefined) | 54*
N#CCSc1nc2ccc(N3CCOCC3)cc2c(=O)n1Cc1ccc2c(c1)OCO2 | -5
O=C(CSc1nc(O)cc(=O)n1-c1ccccc1)NCc1ccccc1 | -18
CC(=O)c1ccc2c(c1)C1C=CCC1C(c1ccc([N+](=O)[O-])cc1)N2 (centres undefined) | -10
O=C(CSc1ncnc2c1oc1ccccc12)N1CCc2ccccc2C1 | -1
Cn1c(=O)c2c(ncn2CC(=O)Nc2nc(-c3ccccc3Cl)cs2)n(C)c1=O | -1
COc1ccc(CSc2nnnn2Cc2ccccc2)cc1OC | -2&-7
CS(=O)(=O)N1CCN(c2ccccc2NC(=O)Cc2ccc(Cl)cc2)CC1 | -4
CCOC(=O)CNC(=O)C12CC3CC(CC(C3)C1)C2 | -3
COc1ccc(CC(=O)N2CC(=O)Nc3ccc(C)cc3C2c2ccc(F)cc2)cc1 (centres undefined) | -5
O=C(CCCc1c[nH]c2ccccc12)N1CCCCCC1 | 1
Cn1c(-n2c(CCN3C(=O)c4ccccc4C3=O)nc3ccccc3c2=O)nc2ccccc21 | -20
O=C(CCN1CCOCC1)Nc1ccc2c(c1)CCC2 | 7
CCC1(Cc2ccccc2)NC(=O)c2ccccc2O1 (centres undefined) | -5
Cc1ccccc1NC(=O)c1cnc2ccccn2c1=O | 5
O=C1CC(c2cccnc2)c2cc3c(cc2N1)OCO3 (centres undefined) | -4
Cc1cc(C)c(NC(=O)C(CC(C)C)N2C(=O)c3ccccc3C2=O)c(C)c1 (centres undefined) | -6
COc1ccc(N2C(=O)C(Cl)=C(N3CCCC3)C2=O)cc1 | -3
Cc1ccc(S(=O)(=O)Nc2c(C)n(C)n(-c3ccccc3)c2=O)cc1C(=O)NCc1ccccn1 | 3
CCCc1nc(SCC(=O)Nc2cc(Cl)ccc2OC)c2c(=O)n(C)c(=O)n(C)c2n1 | 1
CCOCC(=O)Nc1cccc(C(=O)OCC)c1 | -5
COc1ccccc1C(=O)Nc1ccccn1 | 5&2
C=CCn1c(=N)n(CCO)c2ccccc21 | 1
CCCN1C2=NS(=O)(=O)CCN2c2ccccc21 | 0
COc1cccc(NC(=O)CCN2CCCCCC2)c1 | -8
Cc1c(N=CC=Nc2c(C)n(C)n(-c3ccccc3)c2=O)c(=O)n(-c2ccccc2)n1C | -7
CC(=O)Nc1ccc(C(=O)CSc2nc3ccccc3n2CC(=O)N2CCCC2)cc1 | -5
CCOC(=O)N1CCN(C(=O)Cn2ncc3ccccc32)CC1 | -1
COc1ccc(C(=O)NC(NCCC23CC4CC(CC(C4)C2)C3)(C(F)(F)F)C(F)(F)F)cc1 | -3
CCOC(=O)N1CCN(c2ccc(C(=O)c3cccc(F)c3)cc2)CC1 | 3
CCCCOC(=O)CSc1ncnc2sc3c(c12)CCC(C)C3 (centres undefined) | -6
CCCCCCn1cnc2c(c1=O)c1nc3ccccc3nc1n2Cc1cccs1 | -3
COc1ccc(C2C=C(c3ccc(Br)cc3)Nc3nc(CCCO)nn32)c(OC)c1 (centres undefined) | -22
COc1ccc2nc(N3CCC(C(=O)NCc4ccco4)CC3)sc2c1 | -7
COc1ccc(C(CC(=O)NCC2(c3ccccc3)CCOCC2)c2ccccc2)cc1 (centres undefined) | 6
CC12CCC3(CO)COC(c4ccccc4O1)C2C3 (centres undefined) | -3
COc1ccc(-c2cc(=O)oc3cc(OC(C(=O)O)c4ccccc4)ccc23)cc1 (centres undefined) | -3
C=CCn1c(=O)c2ccccc2n2c(SC(C)C(=O)Nc3nc(-c4ccccc4)cs3)nnc12 (centres undefined) | 6
O=C(CCc1nc2sc3c(c2c(=O)[nH]1)CCCC3)NC1CC1 | -3
CCOc1ccccc1NC(=O)CSc1nc2c(c(=O)n1C)SC(C)C2 (centres undefined) | -6&-11
FC(F)(F)c1nnc2sc(-c3ccccn3)nn12 | -5
Cc1ccc(CCNC(=O)c2cc(-c3cccnc3)nc3ccc(S(=O)(=O)N4CCC(C)CC4)cc23)cc1 | -6
CCOc1cccc(-c2nc(C(N)=O)c3[nH]c(=O)n(-c4cccc(Cl)c4)c3n2)c1O | -4
Cc1cc2nc(-c3cc(NC(=O)c4cccc(Br)c4)ccc3O)oc2cc1C | -15
CCCCN(C)C(=O)c1sc2ncnc(N3CCN(c4ccc(OC)cc4)CC3)c2c1C | 10
O=C1C2ON(c3ccc(Cl)cc3)C(c3cc(Br)ccc3O)C2C(=O)N1c1ccccc1 (centres undefined) | -8
COc1ccc(N2C(=O)CCC(C(=O)NC(C)C)C2c2ccc(OC)c(OC)c2)cc1 (centres undefined) | -6
CN1CCN(CCCNC(=O)CSc2cc(=O)n(C)c3cc(Cl)ccc23)CC1 | -2
Cc1cc2ccccc2c(=O)n1CC(=O)NCC(=O)NCC1COc2ccccc2O1 (centres undefined) | -4
CN(C)C(CNC(=O)c1cccs1)c1cccnc1 (centres undefined) | -6
CCc1sc(C(=O)N2CCN(S(C)(=O)=O)CC2)cc1Br | 4
COc1ccc(N2C(=O)CSC2c2ccccc2F)c(OC)c1 (centres undefined) | 8
c1ccc(-c2cn3c(n2)SCC3)cc1 | 2
Cc1nn(-c2ccc(C(=O)O)cc2)c(N)c1-c1ccccc1 | 1
O=C(Nc1ccc(OC(F)(F)F)cc1)c1ccc(N2CC3CC(C2)c2cccc(=O)n2C3)c(NC(=O)c2cccs2)c1 (centres undefined) | -7

# (next part)
SMILES | 14-3-3g Raf
Cc1cccc(C)c1NC(=O)N1CCC(n2cnc3ccccc32)CC1 | 3
CCOC(=O)c1c(NC(=O)c2cc([N+](=O)[O-])ccc2N2CCCCCC2)sc(C)c1C | -13
Cc1cncn1CCc1nc2c3ccccc3nc(=S)n2[nH]1 | 2
COC(=O)c1ccc(CSC2=NCCS2)cc1 | 1
CCCS(=O)(=O)c1nnnn1-c1cccc(OC)c1 | 1
CN(Cc1ccccc1)S(=O)(=O)c1cc(Br)cc2c1N(C(=O)C1CC1)CC2 | -3
Cc1c(NC(=O)CN2C(=O)c3ccccc3C2=O)c(=O)n(-c2ccccc2)n1C | 0
CCSc1nnc2c(n1)OC(c1cc(Br)ccc1OC)N(C(C)=O)c1ccccc1-2 (centres undefined) | -4
C=C(C)Cn1c(NCCCO)nc2c1c(=O)[nH]c(=O)n2C | -3
COc1ccc(-n2cc(C(=O)N3CCCCC3C)c3ccccc3c2=O)cc1 (centres undefined) | -8
O=C(C1=NNC2C(=O)N(c3ccccc3)C(=O)C12)c1nc(Cl)ccc1Cl (centres undefined) | -8
O=C(Nc1cccc(NCc2cc(Cc3ccccc3)cc([N+](=O)[O-])c2O)c1)c1ccc(F)cc1 | -17
CC1CCCC(NC(=O)Cn2ncc3c(=O)oc4ccccc4c32)C1C (centres undefined) | -3
O=C(CSc1nc2c(c(=O)n1-c1ccc(Cl)cc1)SCC2)N1CCc2ccccc21 | -12
CCc1nnc(NC(=O)CSc2nnnn2-c2cccc(C(=O)OC)c2)s1 | -9
CCCCn1c(N2CCCCCC2)nc2c1c(=O)[nH]c(=O)n2C | -4
CCOC(=O)c1c[nH]c2c(CC)cccc2c1=O | -20
O=C(O)c1oc2ccccc2c1CSc1ccccn1 | -5
O=C1CC(c2cccs2)CC2=C1C(c1ccc(F)cc1)Nc1ccccc1N2 (centres undefined) | 5
CSc1nc(N2CCOCC2)c2ccccc2n1 | -3
COc1ccc(S(=O)(=O)N2CCOCC2)cc1C(=O)Nc1cc(C)on1 | -9
COc1ccc(CNC(=O)c2c(O)c3cccc4c3n(c2=O)CC4)cc1 | 2
CCc1nnc(NC(=O)C2CCC2)s1 | -4
Cc1nc(Sc2cccn2C)c(C(F)(F)F)c(=O)[nH]1 | -3
O=C(CSc1nc2ccccc2s1)Nc1ccccc1F | -5
CCS(=O)(=O)CCSc1nc(-c2ccccc2)cc(-c2ccccc2)c1C#N | -10
O=C(NCCCN1CCOCC1)c1cc(-c2ccccn2)nc2ccccc12 | 4
Cc1ccc(-n2nc(C(=O)N3CCN(c4ccc(Cl)cc4)CC3)c3c4ccccc4n(C)c3c2=O)cc1 | -7
O=C(Cn1c(=O)n(Cc2ccccc2)c(=O)c2ccccc21)NC1CCCCC1 | -7
CCOC(=O)C1CCN(C(=O)Nc2ccc3oc(C)nc3c2)CC1 | -4
Cc1cc(=O)n2[nH]c(C)c(-c3ccc(Cl)cc3)c2n1 | -18
CCCS(=O)(=O)N1CCCC(C(=O)NCCN2CCC(Cc3ccccc3)CC2)C1 (centres undefined) | -1
Cc1ccc(C2NC(=O)NC3=C2CCc2ccccc23)cc1 (centres undefined) | 3
CCOC(=O)c1c(NC(=O)C2CC(Cl)=CCC2C(=O)O)sc2c1CC(C)CC2 (centres undefined) | -11
Cc1ccc(Cn2c(=O)cc(C(=O)NCCC3=CCCCC3)c3ccccc32)cc1 | 6
O=C(NC1CCCCC1)c1noc2c1CCCCC2 | -6
CCOc1ccc(Cc2nc(-c3nonc3N)no2)cc1OCC | -9&-1
O=C(c1ccc(Cl)cc1)c1conc1C(=O)c1ccc([N+](=O)[O-])cc1 | -1
Cn1c(CCNC(=O)OC(C)(C)C)n[nH]c1=S | -7
COc1ccc(N2C(=O)C(N3C(=O)c4ccc([N+](=O)[O-])cc4C3=O)C2c2cc(Br)ccc2OC)cc1Cl (centres undefined) | 1
CS(=O)(=O)N1Cc2ccccc2CC1C(=O)NCc1ccccc1 (centres undefined) | 4
COc1ccccc1N(CC(=O)N1CCOCC1)S(=O)(=O)c1ccc(C)cc1 | -2
CC(=O)Nc1nc(SCCCc2ccccc2)n[nH]1 | 4
CCOc1cc(-c2noc(-c3cccnc3)n2)ccc1OC | -11
Cc1occc1-c1nnc(SCC(=O)Nc2ccc3c(c2)OCO3)n1CC1CCCO1 (centres undefined) | -3
CCN(CC)S(=O)(=O)c1ccc2[nH]cc(C(=O)N(C)Cc3ccccc3)c(=O)c2c1 | 0
COc1ccc(C2CC(=O)C3=C(C2)NC(C)=C(C(=O)OC(C)C)C3c2cc(Br)c(O)c(OC)c2)cc1 (centres undefined) | 3
CCOC(=O)N1CCN(C(=O)c2c(-c3ccccc3)noc2C)CC1 | 2
COc1ccc(C)cc1S(=O)(=O)N1CCC(C)CC1 | 1
O=C(CSc1nc2ccc(NC(=O)c3ccccc3Cl)cc2s1)Nc1cccc([N+](=O)[O-])c1 | -44
CC(C)(C#N)NC(=O)c1ccco1 | -3&4
COC(=O)CNS(=O)(=O)c1ccc(F)cc1 | 6
CCOC(=O)N1CCC(NS(=O)(=O)c2cc(Br)cnc2N)CC1 | -3
Cc1ccc(NC(=O)CN(C)S(=O)(=O)c2cccc3nsnc23)cc1 | -1
Cc1ccc(C2(C)NC(=S)N(c3ccccc3)N2)o1 (centres undefined) | -4
CCOC(=O)C1=CN(C)C=C(C(=O)OCC)C1c1cccc(O)c1 | 3
COc1cccc2sc(=NC(=O)CC34CC5CC(CC(C5)C3)C4)n(C)c12 | 12
CCOC(=O)C1=C(C)NC(=O)NC1c1cn(-c2ccccc2)nc1-c1ccc(OCC)c(C)c1 (centres undefined) | -23
O=C(Cc1ccccc1)N1CCC(c2nc(-c3ccc(F)cc3)no2)CC1 | -1
CCc1c(C)nc2ncnn2c1N1CCCC(C(=O)NCc2ccc3c(c2)OCO3)C1 (centres undefined) | -5

# (more compounds)
SMILES | 14-3-3g Raf
COCCCNC(=O)CN1C(=O)c2ccccc2C1=O | -2
Cc1cccc2sc(=NC(=O)c3ccc(S(=O)(=O)N4CCC(C)CC4)cc3)n(C)c12 | 4
CC(C)OC(=O)CSc1nc2ncc(Cl)cc2[nH]1 | -3
Cc1cccc(NC2=NC3(CCCCC3)N=C(N)N2)c1 | -6
Cc1cc(N)ccc1NC(=O)c1ccccc1 | -6
CC(C)(C)C(=O)/C=C1\Nc2ccccc2SC1(O)CC(=O)C(C)(C)C (centres undefined) | -7
O=S(=O)(c1ccc(Br)c2ccccc12)N1CCN(c2ccc(F)cc2)CC1 | -7

# Compounds above containing a tert-butyl group:
SMILES | 14-3-3g Raf
Cn1c(CCNC(=O)OC(C)(C)C)n[nH]c1=S | -7
CC(C)(C)C(=O)/C=C1\Nc2ccccc2SC1(O)CC(=O)C(C)(C)C (centres undefined) | -7

# In the list so far, 14 have an NH in an aromatic ring.
SMILES | 14-3-3g Raf
CCOCCn1c(SCC(N)=O)nc2c1c(=O)[nH]c(=O)n2C | -1
O=C(CCCc1c[nH]c2ccccc12)N1CCCCCC1 | 1
O=C(CCc1nc2sc3c(c2c(=O)[nH]1)CCCC3)NC1CC1 | -3
CCOc1cccc(-c2nc(C(N)=O)c3[nH]c(=O)n(-c4cccc(Cl)c4)c3n2)c1O | -4
Cc1cncn1CCc1nc2c3ccccc3nc(=S)n2[nH]1 | 2
C=C(C)Cn1c(NCCCO)nc2c1c(=O)[nH]c(=O)n2C | -3
CCCCn1c(N2CCCCCC2)nc2c1c(=O)[nH]c(=O)n2C | -4
CCOC(=O)c1c[nH]c2c(CC)cccc2c1=O | -20
Cc1nc(Sc2cccn2C)c(C(F)(F)F)c(=O)[nH]1 | -3
Cc1cc(=O)n2[nH]c(C)c(-c3ccc(Cl)cc3)c2n1 | -18
Cn1c(CCNC(=O)OC(C)(C)C)n[nH]c1=S | -7
CC(=O)Nc1nc(SCCCc2ccccc2)n[nH]1 | 4
CCN(CC)S(=O)(=O)c1ccc2[nH]cc(C(=O)N(C)Cc3ccccc3)c(=O)c2c1 | 0
CC(C)OC(=O)CSc1nc2ncc(Cl)cc2[nH]1 | -3
